AMPAR-TARP mod: GluA2-stargazin AMPA receptor complex modulation | O88602+P19491 | HEK293 GluA2+stargazin, membrane potential dye (FDSS), glutamate EC50; hits were called plate by plate, in both directions | calls only at 30 µM | actives 3.5% (n = 40,000) | AID 1259245;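 active = any of four per-well response measures lying three or more SD from its plate-wide compound average, in either direction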
Target sequence (O88602 whole entry, looked up): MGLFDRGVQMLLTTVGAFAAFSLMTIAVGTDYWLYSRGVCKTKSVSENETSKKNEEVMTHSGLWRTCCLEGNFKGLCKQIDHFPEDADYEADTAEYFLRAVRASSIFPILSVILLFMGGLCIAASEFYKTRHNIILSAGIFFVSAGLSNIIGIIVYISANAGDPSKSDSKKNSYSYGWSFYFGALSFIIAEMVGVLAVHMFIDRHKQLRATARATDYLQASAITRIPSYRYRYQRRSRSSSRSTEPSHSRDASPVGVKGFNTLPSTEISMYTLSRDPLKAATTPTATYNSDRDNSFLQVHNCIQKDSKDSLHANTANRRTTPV
Target sequence (P19491 whole entry, looked up): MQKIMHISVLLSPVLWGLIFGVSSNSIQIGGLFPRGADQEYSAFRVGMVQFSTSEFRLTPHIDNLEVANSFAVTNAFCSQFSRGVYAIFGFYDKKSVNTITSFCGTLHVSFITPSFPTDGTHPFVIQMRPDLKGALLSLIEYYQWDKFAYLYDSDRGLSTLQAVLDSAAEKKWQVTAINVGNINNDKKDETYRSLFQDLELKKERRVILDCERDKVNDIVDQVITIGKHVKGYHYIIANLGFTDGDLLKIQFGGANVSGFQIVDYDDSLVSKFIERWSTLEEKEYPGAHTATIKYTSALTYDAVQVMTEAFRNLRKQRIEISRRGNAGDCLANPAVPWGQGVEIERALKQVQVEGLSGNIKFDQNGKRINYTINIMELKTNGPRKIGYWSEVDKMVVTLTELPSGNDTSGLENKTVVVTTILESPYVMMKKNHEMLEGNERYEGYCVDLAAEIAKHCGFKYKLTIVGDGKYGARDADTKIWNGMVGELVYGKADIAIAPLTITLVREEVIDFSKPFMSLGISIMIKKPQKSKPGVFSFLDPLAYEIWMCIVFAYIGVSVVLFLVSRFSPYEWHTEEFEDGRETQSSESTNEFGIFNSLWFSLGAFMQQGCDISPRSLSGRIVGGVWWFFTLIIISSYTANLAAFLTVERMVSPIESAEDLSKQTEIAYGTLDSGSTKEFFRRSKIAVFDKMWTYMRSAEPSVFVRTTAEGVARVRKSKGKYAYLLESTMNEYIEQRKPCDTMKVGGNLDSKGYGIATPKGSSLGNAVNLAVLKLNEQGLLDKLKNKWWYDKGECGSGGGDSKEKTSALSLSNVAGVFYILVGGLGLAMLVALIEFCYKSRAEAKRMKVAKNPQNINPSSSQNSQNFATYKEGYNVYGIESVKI
AMPAR-TARP mod agonism max-min: also measured in AMPAR-TARP mod; calls as there; compound max-min signal; compound-alone response (agonism);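 unitless range of fluorescence divided by baseline over first 100 seconds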
AMPAR-TARP mod glutamate slope: further read-out of AMPAR-TARP mod, marked with its call; glutamate slope, % of max; measured here: glutamate response slope, % max;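 scaled per plate between vehicle wells and maximal 1 mM glutamate control wells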
* hit, by the source's call; i = inactive; + = active, no number; & = joins results of further samples. This is a subset; count on the stated rates, not on these rows.

SMILES | AMPAR-TARP mod | AMPAR-TARP mod agonism max-min | AMPAR-TARP mod glutamate slope
CC1CN(c2ncnc3c2cnn3CCNC(=O)c2ccccc2)CC(C)O1 (stereo not drawn) | i | 0.052 | 49
CCCS(=O)(=O)N1CCN(Cc2nnnn2-c2cccc(F)c2)CC1 | i | 0.085 | 72
O=C(CCCS(=O)(=O)c1ccc(Cl)cc1)Nc1ccc2sccc2c1 | i | 0.089 | 58
O=C(NCC(O)(c1ccccc1)C(F)(F)F)c1ccc(Br)o1 (stereo not drawn) | i | 0.13 | 47
O=C(c1ccc2c(c1)OCO2)N1CCN(c2nccn2-c2ccccc2F)CC1 | i | 0.045 | 18
COC(=O)c1cc(Nc2ccc3c(c2)OCO3)c2cc(C)ccc2n1 | i | 0.15 | 37
CC(C)Sc1cccc(C(=O)Nc2sccc2C#N)c1 | + | 0.15* | 45*
C=CCNC(=O)c1ccc2c(=O)n(CCOC)c(=S)[nH]c2c1 | i | 0.13 | 56
CCNC(=O)C1Cc2ccccc2N1C(=O)c1c(-c2ccccc2Cl)noc1C (stereo not drawn) | i | 0.038 | 50
CCOc1ccc2nc(NC(=O)Cn3nc(C(=O)N4CCOCC4)cc3C)sc2c1 | i | 0.09 | 64
CCN(CC)S(=O)(=O)c1cc(C(=O)Nc2ccc(Cl)cn2)ccc1Br | i | 0.049 | 4
CCSc1nn(CC(=O)Nc2cccc(OC)c2)c(N)c1S(=O)(=O)c1ccc(Cl)cc1 | i | 0.15 | 49
CN(C)C(CNC(=O)C1(c2ccccc2)CCOCC1)c1ccccc1Cl (stereo not drawn) | i | 0.11 | 49
NS(=O)(=O)c1ccc(NC(=O)COc2ncccn2)cc1 | i | 0.093 | 68
C#CCn1c(=NC(=O)CS(=O)(=O)Cc2ccccc2)sc2cc(S(N)(=O)=O)ccc21 | i | 0.11 | 41
COCC(C)(O)CNC(=O)c1cccnc1SC (stereo not drawn) | i | 0.11 | 57
CC(=O)N1CCN(C(=O)C(=O)NCC2(O)CCOCC2)CC1 | i | 0.099 | 55
CC(C)c1ccc(NC(=O)Cc2cc(-c3cccs3)on2)cc1 | i | 0.067 | 36
COc1cccc(CNC(=O)CCc2c(C)nn(-c3nc(C)cc(=O)[nH]3)c2C)c1 | i | 0.11 | 59
CC(C)c1cc(=O)[nH]c(-n2nc(C3CC3)cc2NC(=O)c2ccccc2F)n1 | i | 0.11 | 72
COc1ccc2c(c1)O/C(=C\c1cccc([N+](=O)[O-])c1)C2=O | i | 0.11 | 64
O=C(c1cc(-c2ccco2)on1)N1CCC(Cn2cccn2)CC1 | i | 0.099 | 62
COc1cc(NS(=O)(=O)c2cccc(F)c2)ccc1N1CCCCC1=O | i | 0.049 | 44
O=C(NC1CCSC1=O)c1csc(-c2cnccn2)n1 (stereo not drawn) | i | 0.15 | 69
CC(=O)N1CCN(c2ccnc3c2c(=O)n(CC(=O)Nc2ccc(F)cc2F)c(=O)n3C)CC1 | i | 0.14 | 65
SMILES | AMPAR-TARP mod | AMPAR-TARP mod agonism max-min | AMPAR-TARP mod glutamate slope
CCOc1nn(CC)cc1-c1nnc(SCC(=O)Nc2ccc(C)c(Cl)c2)n1C | i | 0.055 | 52
O=C(c1ccc(Br)o1)N1CCN(c2ccc(-c3cccnc3)nn2)CC1 | i | 0.05 | 17
COC(=O)c1ccc(NC(=O)C(=O)NCC2CCN(Cc3ccsc3)CC2)cc1 | i | 0.088 | 61
CN(C)C(=O)Cc1ccc(NC(=O)COc2ccc(Cl)cc2)cc1 | i | 0.056 | 35
Cc1cc(C)n(CCN2CCN(C(=O)c3ccc(F)c(F)c3)CC2)n1 | i | 0.13 | 57
COC(=O)C1CCN(C(=O)c2csc(NS(=O)(=O)c3ccccc3)n2)CC1 | i | 0.076 | 48
CC(=O)N1CCN(c2ccnc3c2c(=O)n(CC(=O)NC2CCCCC2)c(=O)n3C)CC1 | i | 0.091 | 81
COc1ccc(C(=O)Nc2cc(C)nn2-c2nc3c(cnn3-c3ccc(C)c(C)c3)c(=O)[nH]2)c(OC)c1 | i | 0.075 | 70
COc1ccc2nc(N3CC(C(N)=O)C3)sc2c1 | i | 0.11 | 62
O=C(Nc1ccccc1-c1nc2ccccc2[nH]1)c1cc2ccccc2o1 | i | 0.1 | 60
O=C(Cc1cccc2ccccc12)NCC(O)(c1ccccc1)C1CC1 (stereo not drawn) | i | 0.09 | 36
COc1cc(NC(=O)NC2CCCC(O)C2)cc(OC)c1OC (stereo not drawn) | i | 0.13 | 83
Cc1cc(C)cc(-n2ccnc(SCC(=O)NCc3ccccc3Cl)c2=O)c1 | i | 0.068 | 54
CC(=O)N1N=C(c2ccc[nH]2)CC1c1ccc2nccnc2c1 (stereo not drawn) | i | 0.12 | 48
O=C(NCCN1CCN(c2ccccc2)CC1)C(=O)Nc1ccc(OC(F)(F)F)cc1 | i | 0.1 | 48
Cc1ccc(C(C)C)c(OCC(O)Cn2c(N3CCC(C)CC3)nc3c2c(=O)n(C)c(=O)n3C)c1 (stereo not drawn) | i | 0.073 | 34
Cc1ccc(Oc2ccc(N(C)C(=O)/C=C/c3ccccc3)cc2)nn1 | i | 0.09 | 62
Cc1cc(C(=O)Nc2ccc(Br)cc2)c(C)o1 | i | 0.095 | 50
COc1cccc(CNC(=O)C(=O)Nc2cc([N+](=O)[O-])ccc2C)c1 | i | 0.14 | 61
CCOC(=O)CC1C(=O)NCCN1Cc1ccc(OC)c(C)c1C (stereo not drawn) | i | 0.097 | 58
Cc1ccccc1NC(=O)CSc1nnnn1-c1ccccc1F | i | 0.078&0.049 | 38&91
CCCS(=O)(=O)N1CCCc2ccc(NS(=O)(=O)c3ccccc3)cc21 | i | 0.046 | 59
Cn1c(=O)c2c(nc3n2CC(c2ccc(F)cc2)=NN3CC(N)=O)n(C)c1=O | + | 0.16* | 32*
Cc1ccc(-c2cc(=O)n(CC(=O)Nc3ncccc3C)cn2)cc1 | i | 0.096 | 51
Cc1n[nH]c(C)c1S(=O)(=O)N1CCN(Cc2nc(-c3ccc(F)cc3)cs2)CC1 | i | 0.18 | 47

Part of the list above, with two lines to a compound.
Each structure is followed by: AMPAR-TARP mod	AMPAR-TARP mod agonism max-min	AMPAR-TARP mod glutamate slope
COc1ccc2nc(N3CC(C(N)=O)C3)sc2c1
→ i	0.11	62
O=C(Nc1ccccc1-c1nc2ccccc2[nH]1)c1cc2ccccc2o1
→ i	0.1	60
O=C(Cc1cccc2ccccc12)NCC(O)(c1ccccc1)C1CC1 (stereo not drawn)
→ i	0.09	36
COc1cc(NC(=O)NC2CCCC(O)C2)cc(OC)c1OC (stereo not drawn)
→ i	0.13	83
Cc1cc(C)cc(-n2ccnc(SCC(=O)NCc3ccccc3Cl)c2=O)c1
→ i	0.068	54
CC(=O)N1N=C(c2ccc[nH]2)CC1c1ccc2nccnc2c1 (stereo not drawn)
→ i	0.12	48
O=C(NCCN1CCN(c2ccccc2)CC1)C(=O)Nc1ccc(OC(F)(F)F)cc1
→ i	0.1	48

Looked up by compound from the list above:
SMILES | AMPAR-TARP mod | AMPAR-TARP mod agonism max-min | AMPAR-TARP mod glutamate slope
CCOC(=O)CC1C(=O)NCCN1Cc1ccc(OC)c(C)c1C (stereo not drawn) | i | 0.097 | 58
CCOc1nn(CC)cc1-c1nnc(SCC(=O)Nc2ccc(C)c(Cl)c2)n1C | i | 0.055 | 52
COc1cccc(CNC(=O)C(=O)Nc2cc([N+](=O)[O-])ccc2C)c1 | i | 0.14 | 61

Seven of the compounds above, with values under each structure.
Values run as follows: AMPAR-TARP mod	AMPAR-TARP mod agonism max-min	AMPAR-TARP mod glutamate slope
- COc1cccc(CNC(=O)C(=O)Nc2cc([N+](=O)[O-])ccc2C)c1
    i	0.14	61
- CN(C)C(=O)Cc1ccc(NC(=O)COc2ccc(Cl)cc2)cc1
    i	0.056	35
- COc1cc(NC(=O)NC2CCCC(O)C2)cc(OC)c1OC (stereo not drawn)
    i	0.13	83
- Cc1ccc(C(C)C)c(OCC(O)Cn2c(N3CCC(C)CC3)nc3c2c(=O)n(C)c(=O)n3C)c1 (stereo not drawn)
    i	0.073	34
- COc1ccc(C(=O)Nc2cc(C)nn2-c2nc3c(cnn3-c3ccc(C)c(C)c3)c(=O)[nH]2)c(OC)c1
    i	0.075	70
- Cc1ccc(-c2cc(=O)n(CC(=O)Nc3ncccc3C)cn2)cc1
    i	0.096	51
- COc1ccc2nc(N3CC(C(N)=O)C3)sc2c1
    i	0.11	62

The results go on:
SMILES | AMPAR-TARP mod | AMPAR-TARP mod agonism max-min | AMPAR-TARP mod glutamate slope
Cc1cc(C)cc(N2CCn3c2nc2c3c(=O)n(CC(=O)O)c(=O)n2C)c1 | i | 0.11 | 57
COc1ccc(Cc2nnc(SCC(=O)Nc3ccc(OC)cc3)n2N)cc1 | i | 0.077 | 55
COCCNC(=O)C(=O)Nc1c2c(nn1-c1ccc(Cl)cc1)CS(=O)(=O)C2 | + | 0.058* | 3.4*
CCNC(=O)Cc1cc(=O)oc2cc(C)ccc12 | i | 0.088 | 49
Cc1nc2ncc(C(=O)O)c(=O)n2[nH]1 | i | 0.081 | 39
CC(C)(C)c1nnc(N2CCCCC2)[nH]c1=O | i | 0.041 | 56
COCCNC(=O)Cc1csc(Nc2cc(OC)ccc2OC)n1 | i | 0.14 | 52
COc1cc(/C=C/c2ccc3cccc(O)c3n2)cc(Br)c1OC | i | 0.14 | 33
CN(C)C(CNC(=O)C(=O)Nc1ccc(C(N)=O)cc1)c1cccs1 (stereo not drawn) | i | 0.068 | 90
CN(C1CCCC1)S(=O)(=O)c1ccc(C(=O)Nc2nc3ccc(S(N)(=O)=O)cc3s2)cc1 | i | 0.048 | 49
CC(C)(C)N1CC(c2nc3ccccc3n2CCOc2ccc(Cl)cc2)CC1=O (stereo not drawn) | i | 0.066 | 69
O=C(Cn1nc(-c2cccs2)ccc1=O)Nc1nc(-c2cccnc2)cs1 | i | 0.091 | 52
Cc1ccc(S(=O)(=O)NCCC(O)C(C)(C)C)cc1Cl (stereo not drawn) | i | 0.16 | 37
COc1ccc(Cl)cc1C(=O)Nn1cnc2c(cnn2-c2ccccc2)c1=O | i | 0.082 | 62
COc1ccc(S(=O)(=O)NCCn2nc(-c3ccccc3)ccc2=O)cc1F | i | 0.071 | -5
COc1ccc(S(=O)(=O)N2CCN(c3cc(Cl)ccc3Cl)CC2)cc1 | i | 0.048 | 67
COC(=O)c1ccc2c(=O)n(CC3CCN(Cc4ccccc4F)CC3)c(=S)[nH]c2c1 | i | 0.084 | 66
CC(C)CCn1c(Sc2nc3ccccc3o2)nc2c1c(=O)[nH]c(=O)n2C | i | 0.045 | 53
O=C(NCCNc1ccc(Nc2ccncc2)nn1)C1CCCC1 | i | 0.3 | 46
O=C(CCc1ccccc1)Nc1ccc(CC(=O)NC2CC2)cc1 | i | 0.073 | 48
Cn1nnc2c(SCC(=O)c3ccc(Cl)cc3)ncnc21 | i | 0.096 | 39
COc1ccc(SCC(=O)N2CCN(c3nc4c(F)cc(F)cc4s3)CC2)cc1 | i | 0.061 | 71
CCc1nc(-n2cccc2)sc1C(=O)NCc1ccc(SC)cc1 | i | 0.11 | 56
O=C(NCC1CCN(C2CCCC2)CC1)C(=O)Nc1ccc(F)c(Cl)c1 | i | 0.062 | 63
Cc1ccc(-n2c(C)c(C)n3c4c(=O)n(CCN5CCOCC5)c(=O)n(C)c4nc23)cc1 | i | 0.066 | 32
SMILES | AMPAR-TARP mod | AMPAR-TARP mod agonism max-min | AMPAR-TARP mod glutamate slope
CCOC(=O)c1c(NC(=O)C(C)Oc2ccccc2)sc2c1CCC2 (stereo not drawn) | i | 0.035 | 55
Cc1ccc(NCCNC(=O)c2ccc(S(=O)(=O)N(C)C)cc2)nn1 | i | 0.16 | 58
COC(=O)c1c(NCc2cc(OC)ccc2OC)c2cccc(Cl)c2[nH]c1=O | i | 0.034 | 56
CCCN=C(NS(=O)(=O)c1ccc(C)cc1)c1ccccc1 | i | 0.056 | 30
COc1ccc(OC)c(S(=O)(=O)Nc2ccc(N3CCCCC3=O)c(C)c2)c1 | i | 0.055 | 60
Cc1ccc(C)c2sc(N(Cc3ccco3)C(=O)c3cccc(S(C)(=O)=O)c3)nc12 | i | 0.073 | 56
Cc1ccc(-c2csc(NC(=O)Cc3ccc(S(C)(=O)=O)cc3)n2)cc1 | i | 0.1 | 40
Cc1cc(C)c(C)c(Cn2c(CCNC(=O)CCC(C)O)nc3ccccc32)c1C (stereo not drawn) | i | 0.088 | 55
CN(C)CCNC(=O)C(=O)Nc1c(C(N)=O)oc2ccccc12 | i | 0.13 | 57
Cc1c(C(=O)N2CCOCC2)nnn1-c1ccc(Br)cc1 | i | 0.11 | 55
O=C(Nc1nnc(-c2ccc(Br)s2)o1)c1ccc(F)cc1 | i | 0.13 | 57
CCSc1nnc(NC(=O)Cc2cc(-c3ccc4c(c3)CC(C)O4)on2)s1 (stereo not drawn) | i | 0.057 | 37
COc1cccc(C(=O)NCCS(=O)(=O)NCc2cccnc2)c1 | i | 0.096 | 66
Cc1c(NC(=O)CCN2C(=O)c3ccccc3S2(=O)=O)c(=O)n(-c2ccccc2)n1C | i | 0.04 | 61
Cc1cccc(C)c1NC(=O)c1nnn(-c2cccc(C(F)(F)F)c2)c1N | i | 0.095 | 62
CCOC(=O)N1CCN(S(=O)(=O)CCNC(=O)c2ccccc2)CC1 | i | 0.11 | 71
O=C(NCCS(=O)(=O)N1CCN(c2ncccn2)CC1)c1ccco1 | i | 0.08 | 60
O=C(Cc1ccccc1)Nn1c(SCc2ccncc2)nc2ccccc2c1=O | i | 0.071 | 68
Cc1c(C(=O)N2CCC3(CC2)OCCO3)c(C(F)(F)F)nn1C | i | 0.09 | 57
COc1ccc(OC)c(CNC(=O)c2sc(-n3cccc3)nc2C(C)C)c1 | i | 0.11 | 54
O=C(NNC(=O)c1cccs1)c1ccc(=O)n(Cc2ccccc2)c1 | i | 0.06 | 47
Cc1csc(NC(=O)c2ccc(S(=O)(=O)NCc3ccco3)o2)n1 | i | 0.11 | 60
CN(C)c1ccc(C(=O)Nc2cccc(-c3ccc(=O)n(C)n3)c2)cc1 | i | 0.042 | 64
COc1ccc(-c2ccc(=O)n(CCCNC(=O)COc3ccccc3F)n2)cc1 | i | 0.039 | 43

Bioassay records from PubChem BioAssay.
